proCasp3 act = procaspase-3 (human) activation | P42574 | recombinant procaspase-3 D3A, Ac-DEVD-pNA absorbance 405 nm | activation, % at 8.5 µM | 330,000 compounds, 0.11% hits | AID 463141;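 active = activation above the mean of all tested compounds plus 3 SD, cut at about 21% in these data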;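 also: 0% = DMSO alone and 100% = DMSO wells spiked with extra 5 µM PC-3 D3A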
Target sequence (P42574 whole entry D9A/D28A/D175A): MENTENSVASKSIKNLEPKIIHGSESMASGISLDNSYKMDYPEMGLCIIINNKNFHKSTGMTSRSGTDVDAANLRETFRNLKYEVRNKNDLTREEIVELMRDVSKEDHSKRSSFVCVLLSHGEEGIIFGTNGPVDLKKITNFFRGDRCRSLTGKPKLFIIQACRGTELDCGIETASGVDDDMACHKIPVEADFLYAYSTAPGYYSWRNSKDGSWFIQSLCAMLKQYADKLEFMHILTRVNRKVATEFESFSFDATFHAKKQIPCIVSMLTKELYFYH
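Assay system: Procaspase-3 D3A mutant, all three cleavage aspartates alanine. Buffer or medium: Zinc-free HEPES saline buffer with Triton X-100. Times: 1 h compound preincubation, 2 h substrate hydrolysis at 25 °C. Measured by: 405 nm absorbance of p-nitroaniline, reads at 0 and 120 min. Read-out basis: percent activation relative to control range. Replicates: singlicate.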
proCasp7 act = activates human procaspase-7, counter-screen for procaspase-3 activators; recombinant procaspase-7, Ac-DEVD-pNA absorbance 405 nm; D23A/D198A/D206A triple mutant, cannot self-cleave; scale: DMSO 0, 5 µM enzyme 100; 330,000 compounds, 0.093% hits; P55210; activation, % at 8.5 µM; AID 463210;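 active = percent activation above the screen-wide mean plus 3 SD, cut at about 25% in these data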
Target sequence (P55210 whole entry D23A/D198A/D206A): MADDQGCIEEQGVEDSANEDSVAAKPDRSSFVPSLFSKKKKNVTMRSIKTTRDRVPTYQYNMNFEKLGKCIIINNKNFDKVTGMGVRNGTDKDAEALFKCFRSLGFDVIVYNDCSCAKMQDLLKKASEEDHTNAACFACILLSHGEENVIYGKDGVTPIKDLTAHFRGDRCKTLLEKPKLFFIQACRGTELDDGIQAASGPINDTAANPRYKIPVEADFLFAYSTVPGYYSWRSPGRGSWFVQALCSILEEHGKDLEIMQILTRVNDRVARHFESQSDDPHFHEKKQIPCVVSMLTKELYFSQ
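System: Procaspase-7 triple mutant (PC-7 D3A); measure: % activation from two-timepoint absorbance difference, scaled to controls; times: 1 h compound preincubation, 2 h substrate cleavage, 25 °C; also added: Ac-DEVD-pNA substrate, 400 µM as added; measured by: Epi-absorbance of released pNA at 405 nm, two timepoints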
LAP4 TOR yeast = modulators of TOR pathway LAP4-GFP in S. cerevisiae; S. cerevisiae LAP4-GFP multiplex, flow cytometry GFP, 3 h; median GFP as percent of DMSO wells; GFP response vs DMSO, % at 10 µM; 320,000 compounds, 0.34% hits; AID 2023;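 active = GFP response vs DMSO above a set limit, about the screen mean plus 3 SD, cut at about 150% in these data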
MEP2 TOR yeast = yeast TOR pathway MEP2-GFP modulation | S. cerevisiae MEP2-GFP strain, flow cytometry GFP, 3 h; 100% = DMSO control level | GFP response vs DMSO, % at 10 µM | 330,000 compounds, 0.51% hits | AID 2016;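 active = GFP response versus DMSO above a set limit, roughly screen mean plus 3 SD, cut at about 180% in these data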;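 also: median GFP fluorescence of the barcode-gated MEP2-GFP cells per well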
RPL19A-GFP yeast = yeast TOR pathway RPL19A-GFP modulation; S. cerevisiae RPL19A-GFP strain, flow cytometry, 3 h; stronger effect = lower value; percent response vs DMSO, % at 10 µM; 330,000 compounds, 0.3% hits;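 active = percent response vs DMSO below 50%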;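 also: median channel GFP fluorescence of the barcoded RPL19A-GFP strain; ratio of sample median GFP to plate DMSO average so 100% = DMSO; lower means less RPL19A-GFP as with rapamycin TOR inhibition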
AHR act = activators of human aryl hydrocarbon receptor; 320,000 compounds, 2.5% hits; activation, % at 5 µM; AHR-responsive luciferase reporter cells, luminescence; P35869; AID 2796; in the data active = activation above about 47%;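 also: 0% = vehicle wells and 100% = reference agonist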
CR mimetic SO = caloric restriction mimetics inhibiting age-related superoxide in yeast; superoxide response (% of plate mean), % at 10 µM; 330,000 compounds, 0.18% hits; S. cerevisiae aged cells, superoxide DHE fluorescence; stronger effect = lower value; AID 2690;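 active = superoxide response under a set limit, about three screen SD below normal, cut at about 65% in these data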;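 also: yeast aged for seven days with compound at 30 °C before DHE staining; 100% = average MFI of all compound-treated wells on the plate with controls excluded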
JMJD2C inh = inhibitors of human GASC-1 (JMJD2C) demethylase | inhibition, % at 2.35 µM | AID 2099 | Q9H3R0 | 330,000 compounds, 0.069% hits | GST-JMJD2C(1-420) H3K9me3 demethylation, DELFIA europium;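 active = more than half of a compound's replicate wells show inhibition beyond 50%, single wells judged on their own value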;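 also: signal counts dimethyl H3K9 product captured on neutravidin plate; 0% = median of DMSO wells and 100% = 0.3 times that DMSO median; strong numbers were not always called active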
Target sequence (Q9H3R0 1-420 limits assumed): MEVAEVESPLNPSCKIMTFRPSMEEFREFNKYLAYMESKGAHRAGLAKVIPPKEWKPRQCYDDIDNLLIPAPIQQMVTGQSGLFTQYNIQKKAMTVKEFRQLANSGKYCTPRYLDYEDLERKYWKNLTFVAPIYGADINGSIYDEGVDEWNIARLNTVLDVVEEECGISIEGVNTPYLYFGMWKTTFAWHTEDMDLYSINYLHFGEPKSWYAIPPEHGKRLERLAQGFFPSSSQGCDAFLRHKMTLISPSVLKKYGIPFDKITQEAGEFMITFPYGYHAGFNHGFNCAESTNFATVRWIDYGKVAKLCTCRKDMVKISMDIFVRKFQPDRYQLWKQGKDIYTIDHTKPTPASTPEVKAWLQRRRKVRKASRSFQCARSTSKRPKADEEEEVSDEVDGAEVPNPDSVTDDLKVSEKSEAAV
Numbers without * were called inactive; nt = no result given. Compounds as they come; overall some 3.8% were active at least once.

SMILES	proCasp3 act	proCasp7 act	LAP4 TOR yeast	MEP2 TOR yeast	RPL19A-GFP yeast	AHR act	CR mimetic SO	JMJD2C inh
COc1ccc(C)cc1NC(=O)c1ccc(OCc2c(C)noc2C)cc1	-3.7	-7.9	93.9	93.3	101.0	-5.7	106.5	7.5
Cc1ccc(Nc2nc(N)nc(CN3CCN(Cc4ccc5c(c4)OCO5)CC3)n2)cc1Cl	-3.4	3.5	93.0	103.7	101.5	8.7	100.3	2.9
COc1cccc2oc3ccc(C#CC4(N)CCCCC4)cc3c(=O)c12	-4.3	-8.3	128.0	93.0	100.2	16.0	101.9	0.6
O=C(CS(=O)(=O)c1cn(Cc2ccc(Cl)cc2)c2ccccc12)N1CCCCC1	4.6	-1.6	109.6	104.1	94.0	-2.0	91.8	2.2
COc1ccc(NC(=O)c2cc(S(=O)(=O)N3CCCC3)ccc2C)cn1	4.8	0.1	121.9	127.3	108.3	1.5	92.0	8.3
O=C(CNC(=S)NC(=O)C1CCCCC1)c1ccccc1	7.3	5.1	86.0	99.3	99.8	-0.2	120.0	20.7
Cc1cccc(C(C(=O)NC2CCCC2)N(C(=O)c2csnn2)C2CC2)c1 (centres undefined)	11.5	-4.0	84.0	98.7	102.5	3.2	95.5	-9.7
CCOCC(=O)Nc1cc(C(=O)OC)ccc1C(=O)OC	2.1	10.2	87.1	85.7	90.3	-0.5	96.7	-4.7
O=C(c1ccc(F)cc1)N1CCN(C(=O)c2cccnc2)CC1	1.1	-1.8	109.8	115.8	103.3	1.6	92.5	6.4
CCC(=O)N(Cc1cc2cc(OC)ccc2[nH]c1=O)c1ccc(C)cc1	-1.8	11.5	92.0	104.4	102.8	2.1	74.5	-9.5
Cc1cc(NC(=O)COC(=O)CCNS(=O)(=O)c2c(Cl)cccc2Cl)no1	-6.1	6.5	98.1	94.5	93.3	-0.5	112.0	-15.3
CC(=O)Nc1ccccc1C(=O)C(=O)Nc1cccc(C(=O)N2CC(C)CC(C)C2)c1 (centres undefined)	9.0	-3.2	93.9	96.3	100.8	3.2	102.9	0.6
C#CCOCCOCCOCCNc1nc(N2CCN(C(=O)[C@H](Cc3ccc(O)cc3)n3cc([C@@H](N)CC(C)C)nn3)CC2)nc(N2CCN(C(=O)[C@H](Cc3cc4ccccc4[nH]3)n3cc([C@@H](N)CC(C)C)nn3)CC2)n1	2.7	0.4	nt	nt	nt	15.8	nt	-15.2
CC1(C)C2CCC1(CS(=O)(=O)Nc1cccc(S(N)(=O)=O)c1)C(=O)C2 (centres undefined)	-13.7	-1.0	109.0	94.4	95.5	-0.8	102.0	-4.3
Cc1ccc(NC(=O)Cn2cnc3cc([N+](=O)[O-])ccc3c2=O)c(Cl)c1	5.7	-0.5	101.6	105.4	99.8	2.5	115.0	2.4
CC(C)C(NS(=O)(=O)c1cccs1)C(=O)NCCCN1CCCCCC1 (centres undefined)	-4.6	0.3	94.2	98.8	100.0	-1.1	101.3	2.6
CCn1cc(C(=O)Nc2ccc(OC)c(S(=O)(=O)N3CCCCC3)c2)c(=O)c2ccc(C)nc21	1.4	-1.6	157.7*	175.0*	106.9	-0.4	99.4	2.9
CC(=O)c1c(N2CCC(C(N)=O)CC2)nc(=S)n(-c2ccccc2)c1C	2.6	-4.5	106.2	101.2	100.1	-1.7	96.4	-2.4
COc1ccc(C(=O)Nc2nnc(SCC(=O)NC3CC3)s2)cc1	7.0	-1.3	93.7	104.7	103.0	16.5	90.5	16.2
CC1/C(=N/O)C(CN(C)C)C2CC1C2(C)C (centres undefined)	0.8	-22.0	94.7	93.7	94.5	6.0	109.1	-1.1
CC(=O)Nc1nc(CCN2C(=O)c3ccccc3C2=O)cs1	3.3	9.7	114.9	118.4	100.1	-8.4	95.2	-2.7
Cc1oc(-c2cccc(Cl)c2)nc1CN(C)C1CCOC1 (centres undefined)	12.0	14.3	90.5	101.5	100.9	9.7	97.2	-5.9
CCOC(=O)c1ccc(S(=O)(=O)N2CCN(C(=O)c3cc(=O)c4ccccc4o3)CC2)cc1	7.8	2.1	98.6	96.9	95.7	-2.1	104.2	6.8
O=S(=O)(NCc1ccc(F)cc1)c1cccc(S(=O)(=O)N2CCOCC2)c1	1.4	-0.3	102.2	97.8	95.2	-0.3	76.9	-3.8
CC(C)Oc1c(Br)cc(Br)cc1/C=N/NC(N)=S	-6.1	-4.0	93.9	102.9	107.5	27.6	91.7	-0.8
COc1cccc(NC(=O)CN(C)CC(=O)Nc2ccc(Cl)cc2[N+](=O)[O-])c1	-6.5	9.7	96.2	91.4	92.6	3.2	97.2	18.8
Cc1cc(C)n(-c2ccc(S(=O)(=O)N3CCCC3)cc2[N+](=O)[O-])n1	-1.3	5.6	99.4	98.7	95.4	2.6	103.0	-2.8
CC(C)=CCCC(C)CN1CCC(n2nccc2NC(=O)C2CCCC2)CC1 (centres undefined)	2.8	4.6	106.2	100.0	96.1	-1.9	99.1	7.0
O=C(N/N=C/c1ccc(Br)cc1)c1cc[n+]([O-])cc1	-6.1	0.1	92.0	100.4	99.0	1.1	103.2	0.5
COc1ccc(N2C(=O)CCC2(C#N)c2ccc(Br)cc2)cc1 (centres undefined)	3.0	-1.1	83.8	99.3	106.2	-1.1	105.7	2.7

3 entries already listed, ordered by the value under proCasp3 act, largest number first:
Structure	proCasp3 act
Cc1oc(-c2cccc(Cl)c2)nc1CN(C)C1CCOC1 (centres undefined)	12.0
CC(=O)Nc1nc(CCN2C(=O)c3ccccc3C2=O)cs1	3.3
COc1ccc(N2C(=O)CCC2(C#N)c2ccc(Br)cc2)cc1 (centres undefined)	3.0

(next part)
SMILES	proCasp3 act	proCasp7 act	LAP4 TOR yeast	MEP2 TOR yeast	RPL19A-GFP yeast	AHR act	CR mimetic SO	JMJD2C inh
Cc1nn(Cc2ccccc2)c(C)c1C(=O)N1CCN(S(=O)(=O)/C=C/c2ccccc2)CC1	5.7	6.1	98.8	98.5	103.5	0.6	85.3	nt
Cc1cc(C)n(C(=O)CNC(=O)/C=C/c2ccccc2)n1	-1.6	1.7	103.0	104.1	95.1	6.3	92.3	-8.0
CC(=O)Oc1ccc(N(C(C)=O)S(=O)(=O)c2ccc3ccccc3c2)cc1Br	8.7	11.6	81.7	98.3	105.9	-0.7	101.9	6.2
COc1ccccc1C(O)(C(=O)NN(C(=O)c1ccccc1)c1ccccc1C)c1cccs1 (centres undefined)	-2.5	-4.8	100.8	103.6	93.5	-1.6	103.0	nt
CCS(=O)(=O)CCSc1nc2ccccc2o1	2.4	14.4	103.9	102.1	98.1	-6.8	108.4	3.2
CC1CN(S(=O)(=O)c2ccc(C(=O)NN3CCN(C)CC3)cc2)CC(C)O1 (centres undefined)	-3.5	1.1	93.0	103.4	101.8	3.5	135.4	10.8
COc1ccc(CNC(=O)CN(C(=O)c2snc(C(N)=O)c2N)c2ccc(F)cc2)cc1	11.5	-47.5	94.6	110.6	107.8	-2.3	85.9	-5.4
CC(C(=O)Nc1ccc2c(c1)OCO2)N1CCN(C)CC1 (centres undefined)	-3.7	4.3	105.7	101.9	99.5	2.2	106.5	7.7
COC(=O)C1(C)CCc2cc(OC)ccc2C1=O (centres undefined)	-9.1	2.8	99.0	104.5	101.2	2.0	86.5	7.6
CC(CCc1ccccc1)NC(=O)C1CC1 (centres undefined)	-0.8	2.3	106.7	99.6	97.8	-1.4	114.1	-26.7
Nc1cccc(-c2nc3ccc(C(=O)c4ccccc4)cc3[nH]2)c1	-3.8	3.5	103.5	100.3	102.0	13.6	108.7	-10.9
O=C(O)CCNC(=O)C12CC3CC(CC(C3)C1)C2	-0.1	1.3	97.6	95.9	97.6	-1.6	112.2	15.6
COc1ccccc1NC(=O)COC(=O)c1ccc(S(=O)(=O)N2CCCCCC2)cc1	6.7	2.1	99.1	115.9	98.9	-0.9	90.1	0.9
COc1ccc(OC)c(NC(=O)COC(=O)c2cc3c(s2)CCC3)c1	-17.3	-28.5	93.1	100.2	102.4	4.7	105.4	-3.1
Cc1ccc(/C=C/C(=O)Nc2ccc([N+](=O)[O-])cc2)o1	2.2	0.8	100.5	98.4	94.4	-3.4	83.0	-10.4
COC(=O)c1c(C)oc2ccc(N(C(=O)c3ccncc3)S(=O)(=O)c3ccc(C)cc3)cc12	5.0	-1.3	106.9	98.3	94.1	-1.7	113.3	26.1
Cc1c(C(=O)OCC(=O)N2CCCC2=O)oc2ccccc12	-4.8	5.2	114.0	108.1	102.6	1.4	98.3	-2.1
O=C(OCC(=O)N1CCN(C(=O)c2ccco2)CC1)c1ccccc1NCCO	-2.8	-2.5	101.8	94.3	96.9	4.0	87.2	4.7
COc1ccc(/C=N/n2cncn2)cc1COc1ccc(NC(C)=O)cc1	5.5	-5.3	100.9	106.9	103.3	-1.2	83.4	21.3
Cc1nnc(SCc2ccccc2Cl)n(N)c1=O	1.7	12.9	104.4	98.3	93.9	11.4	96.7	19.7
OC(CCN1CCCCC1)(c1ccccc1)C1CCCCC1 (centres undefined)	0.5	-1.1	103.8	96.7	98.4	-1.0	99.5	34.5
CCCCCCC1CC(CCC(=O)Nc2ccc([N+](=O)[O-])cc2)C(=O)O1 (centres undefined)	-8.8	7.7	91.1	90.0	94.5	1.6	104.6	1.0
O=c1[nH]c(NCc2ccco2)nnc1Cc1ccccc1Cl	-8.0	5.1	97.3	101.2	99.7	1.2	111.0	-15.8
CSc1ccc(C(=O)C2CCCN(C(=O)c3cc(C)n(C)n3)C2)cc1 (centres undefined)	-2.2	3.3	92.6	104.1	100.6	11.6	80.4	-1.6
Cc1cc(C)n(C(=O)CNC(=O)c2ccc3c(c2)OCCO3)n1	-4.1	-3.9	99.1	104.3	97.3	0.8	102.3	-8.8
CC(Oc1ccccc1)C(=O)Nc1ccc(S(=O)(=O)Nc2nccs2)cc1 (centres undefined)	3.7	-6.0	97.4	92.0	102.3	0.6	106.6	-10.5
CSCCC(NC(=O)c1ccccc1)C(=O)Nc1ccc(NC(C)=O)cc1 (centres undefined)	1.9	12.9	94.8	100.0	101.2	-1.2	93.3	-47.9
COc1ccc(OC)c(NC(=O)CN2C(=O)C(=O)N(Cc3ccccc3)C2=O)c1	-6.9	-10.5	101.4	107.1	98.2	1.1	99.3	3.3
Cc1ccc(C(=O)NC(=S)Nc2ccc(Oc3ccc(Cl)cc3)cc2)cc1	3.2	7.5	96.0	90.7	94.3	3.5	96.1	2.0
O=C(NCc1ccccc1)c1noc2c1CCCC2	7.2	6.5	104.8	104.0	99.8	-0.1	82.6	-30.6
COc1cccc(CCc2nnc(CCC(=O)N(C)C3CC(C)(C)NC(C)(C)C3)o2)c1	6.7	4.2	100.8	90.9	94.4	0.0	86.0	5.0
COc1ccc(CNC(=O)[C@H](C)[C@@H]2C[C@@]2(C)[C@@H](NC(=O)OCc2ccccc2)c2ccccc2)cc1OC	-4.1	3.6	104.5	93.7	97.7	4.7	99.8	20.0

Assay outcomes from PubChem BioAssay.
